# High-throughput results from PubChem BioAssay.
# GSTO1 inh – inhibitors of recombinant GSTO1, primary screen, counter-screen for RBBP9 inhibitor project, biochemical, fluorescence polarization; Glutathione S-transferase omega-1 (Homo sapiens), P78417; 300,000 compounds, 1.1% hits; inhibition, % at 5.96 µM; activity-based probe fluorescence polarization; AID 1974, 2009;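 active = inhibition above the campaign mean inhibition plus 3 SD, cut at about 35% in these data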;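 note: 0% = GSTO1-1 with DMSO and 100% = wells lacking GSTO1-1 enzyme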
# Target sequence (P78417 whole entry, looked up): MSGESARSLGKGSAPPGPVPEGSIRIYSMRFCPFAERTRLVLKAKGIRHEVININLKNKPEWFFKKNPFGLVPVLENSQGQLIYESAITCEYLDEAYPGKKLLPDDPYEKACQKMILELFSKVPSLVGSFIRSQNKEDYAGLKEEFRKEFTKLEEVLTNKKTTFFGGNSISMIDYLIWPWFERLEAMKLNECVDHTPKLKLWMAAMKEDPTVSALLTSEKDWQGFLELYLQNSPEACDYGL
# TPT1 inhibitor – Candida albicans TPT1 enzyme inhibitors, primary screen, biochemical, fluorescence polarization | recombinant caTPT1, FP RNA substrate dephosphorylation | inhibition, % at 5 µM | tRNA 2'-phosphotransferase TPT1 (Candida albicans SC5314) | 300,000 compounds, 0.81% hits;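 active = inhibition above the mean of all tested compounds plus 3 SD, set per screening campaign, cut at about 24% in these data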;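 note: plate controls were DMSO alone for no effect and ferristatin control at 100 nM for full effect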
# BCLXL inh – inhibitors of human Bcl-xL, primary screen, biochemical, fluorescence polarization, HTS; AID 2129, 2009; inhibition, % at 10.9 µM; GST-Bcl-xL / FITC-Bim BH3 peptide fluorescence polarization; Bcl-2-like protein 1 (Homo sapiens), Q07817; 320,000 compounds, 0.7% hits;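 active = inhibition above the mean of all tested compounds plus 3 SD, cutoff set per campaign, cut at about 30% in these data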;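 note: 0% = DMSO wells and 100% = unlabeled Bim-BH3 peptide competitor; inhibitors lower millipolarization by displacing the labeled peptide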
# Target sequence (Q07817 whole entry, looked up): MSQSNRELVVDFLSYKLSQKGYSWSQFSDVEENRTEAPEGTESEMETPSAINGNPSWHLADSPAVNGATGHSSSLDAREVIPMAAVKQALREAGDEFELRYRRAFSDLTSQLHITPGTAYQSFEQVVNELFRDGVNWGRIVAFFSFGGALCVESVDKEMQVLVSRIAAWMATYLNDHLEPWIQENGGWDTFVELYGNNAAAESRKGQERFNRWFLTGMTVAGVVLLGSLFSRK
# MEX-5 binding – MEX-5 zinc finger RNA-binding disruptors – biochemical, C. elegans, fluorescence polarization, MLPCN library, primary screen | activity score (negative = inhibition of binding), % at 10 µM | MEX-5/FITC-TCR2 RNA binding; stronger effect = lower value | AID 1832, 2009 | 300,000 compounds, 0.38% hits;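 active = inhibition past about -25% in most replicates, and total fluorescence under double the plate's negative control median, limit read from the data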;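 note: 0% = DMSO and -100% = 5 µM competing unlabeled TCR2 RNA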
# MCL1-BIM inh – inhibitors of MCL1 binding to BIM-BH3, primary screen, biochemical, fluorescence polarization; GST-MCL1 / FITC-Bim-BH3 fluorescence polarization; 320,000 compounds, 0.68% hits; Induced myeloid leukemia cell differentiation protein Mcl-1 (Homo sapiens), Q07820; inhibition, % at 10.9 µM;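 active = inhibition above the mean inhibition of all tested compounds plus 3 SD, set per campaign, cut at about 40% in these data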;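 note: 0% = DMSO wells and 100% = unlabeled Bim-BH3 peptide control; higher means more loss of mP so more displacement of Bim peptide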
# PAD4 inh – human PAD4 inhibitors, primary screen, biochemical, fluorescence polarization, 1536-well format; 330,000 compounds, 0.41% hits; inhibition, % at 6.36 µM; AID 485272, 2010; recombinant PAD4, RCA probe fluorescence polarization;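 active = percent inhibition above a cutoff equal to the mean of all tested compounds plus 3 SD, cut at about 15% in these data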;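 note: 0% = PAD4 with RCA probe and DMSO and 100% = probe without PAD4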
# PME-1 primary – PME-1 inhibitors via competitive probe labeling, primary screen, biochemical, fluorescence polarization, FP-Rh probe, HTS | Protein phosphatase methylesterase 1 (Homo sapiens), Q9Y570 | recombinant PME-1 | inhibition, % at 5.9 µM | 320,000 compounds, 0.53% hits | AID 2130, 2009;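 active = inhibition above the campaign mean of all compounds plus 3 SD, cut at about 26% in these data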;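 note: competitive labeling of PME-1 active site by serine hydrolase directed probe; 0% = PME-1 with DMSO and 100% = wells lacking PME-1 enzyme; inhibitors block probe labeling so polarization falls and inhibition rises; many of its hits are not listed in these tables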
# GLD-1 TGE inh – GLD-1/TGE RNA complex disruptors, primary screen, biochemical, fluorescence polarization. 320,000 compounds, 0.44% hits. inhibition, % at 5.96 µM. purified GLD-1 + fluorescein TGE RNA. AID 2280, 2010;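 active = percent inhibition above a per-plate cutoff, the plate mean of test compounds plus 3 SD, cut at about 30% in these data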;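 note: 0% = DMSO wells with GLD-1 and probe and 100% = wells lacking GLD-1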
# Target sequence (Q17339 whole entry, looked up): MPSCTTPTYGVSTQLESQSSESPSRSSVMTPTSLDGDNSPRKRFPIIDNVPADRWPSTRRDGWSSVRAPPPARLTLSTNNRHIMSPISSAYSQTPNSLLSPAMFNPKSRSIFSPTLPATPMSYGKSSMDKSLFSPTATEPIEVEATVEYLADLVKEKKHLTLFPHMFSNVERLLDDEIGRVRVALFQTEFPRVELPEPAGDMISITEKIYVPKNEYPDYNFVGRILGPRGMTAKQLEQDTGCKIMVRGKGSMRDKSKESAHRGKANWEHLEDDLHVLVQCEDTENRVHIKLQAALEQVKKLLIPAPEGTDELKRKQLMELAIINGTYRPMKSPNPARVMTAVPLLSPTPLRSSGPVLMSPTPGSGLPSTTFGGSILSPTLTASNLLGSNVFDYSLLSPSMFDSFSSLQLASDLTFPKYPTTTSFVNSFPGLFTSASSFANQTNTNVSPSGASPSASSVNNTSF
# Fam108B counter – mouse Fam108B serine hydrolase inhibitors, primary screen, counter-screen for RBBP9 inhibitor project, biochemical, fluorescence polarization; inhibition, % at 9.51 µM; AID 1947, 2009; 300,000 compounds, 0.33% hits; recombinant Fam108B, FP-Rh probe fluorescence polarization;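 active = inhibition above the screen mean inhibition plus 3 SD, computed separately per campaign, cut at about 18% in these data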;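 note: inhibitors lower polarization as less probe binds the enzyme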
# * marks the source's active call; other numbers are inactive results; x = no result given; + = active, no number. These rows are one share of the data; the hit share may differ from the screen's.
structure	GSTO1 inh	TPT1 inhibitor	BCLXL inh	MEX-5 binding	MCL1-BIM inh	PAD4 inh	PME-1 primary	GLD-1 TGE inh	Fam108B counter
Cc1cc(N2CCN(C)CC2)nc2ccc(NC(=S)N3CCCCCC3)cc12	0	-3	2	0.8	4	0	0	-3	0
Cc1c(NC(=O)CCCN2C(=O)c3cccc4cccc(c34)C2=O)c(=O)n(-c2ccccc2)n1C	5	-1	2	-0.6	0	1	3	-4	-4
Cc1ccc(O)c(C(CC(=O)NC2CCCCC2)c2ccccc2)c1 (stereo not drawn)	0	-3	2	-0.6	-1	1	-4	-4	-4
CCOc1cc(/C=C/C(=O)O)ccc1OCCO	-5	-1	4	0.9	1	-1	-3	1	1
CCCc1cc(-c2[nH]ncc2-c2ccc3c(c2)OCCCO3)c(O)cc1O	-8	5	1	0.2	1	-3	7	7	4
Cc1nnc(SCCn2c(N3CCC(C)CC3)nc3c2c(=O)n(C)c(=O)n3C)s1	1	-1	1	-0.2	2	4	-1	3	3
CC1=NN(C(=O)c2cccnc2)C(O)(C(F)(F)F)C1 (stereo not drawn)	7	-2	3	-1.3	7	-2	-6	0	1
CCN(CC)S(=O)(=O)c1cccc(C(=O)Nc2ccc(Cl)cn2)c1	-7	-3	8	2.5	9	-4	-2	5	-2
O=C(NCCN1CCOCC1)C(=O)NCC1OCCN1S(=O)(=O)c1ccc(Br)cc1 (stereo not drawn)	1	0	-4	1.2	-6	-2	2	1	-5
Cc1ccc2[nH]c(=O)c(CN(Cc3cccs3)Cc3nnnn3CC3CCCO3)cc2c1 (stereo not drawn)	2	-5	2	-0.3	-1	-2	3	7	-2
C=CCN(CC(=O)O)S(=O)(=O)c1ccccc1C(F)(F)F	7	-2	10	-0.3	2	-2	-3	-8	-1
COc1ccc(NC(=O)C2CCCCN2S(=O)(=O)c2ccc(F)cc2)cc1 (stereo not drawn)	3	-3	1	0.2	2	5	4	7	-3
Nc1c(NC(=O)CC[n+]2ccccc2)cccc1[N+](=O)[O-]	5	5	-1	-1.9	0	-4	-5	1	3
CC(=O)Nc1ccc(-c2nnn(CC(=O)c3ccc(F)cc3)n2)cc1Cl	-7	0	1	-1.3	-6	2	-4	2	1
Cc1ccc(C(=O)N2CCN3C(=O)c4ccccc4C23c2ccc(Cl)cc2)cc1 (stereo not drawn)	-11	-5	7	-0.8	4	0	-2	0	0

# Following part
structure	GSTO1 inh	TPT1 inhibitor	BCLXL inh	MEX-5 binding	MCL1-BIM inh	PAD4 inh	PME-1 primary	GLD-1 TGE inh	Fam108B counter
Cc1ccc(C(=O)Nc2ccccc2C(=O)O)cc1NC(=O)COc1c(C)cccc1C	-12	-2	13	0.3	9	-1	15	-6	-3
Cc1cc(=O)oc2cc(NC(=O)C3COc4ccccc4O3)ccc12 (stereo not drawn)	4	2	-1	-1.3	-2	5	0	4	1
CCCC(=O)NCc1cc(-c2nn(C)c(=O)c3ccccc23)ccc1OC	1	-6	3	0.6	6	-6	3	2	4
COc1ccccc1N1CCN(C(=O)C(OC(C)=O)c2ccccc2)CC1 (stereo not drawn)	5	-1	5	0.7	10	-4	1	4	2
COc1ccc2oc(C(=O)OCC(=O)N3CCCC3=O)c(C)c2c1	9	-1	0	-2.6	4	2	-2	-2	1
CCOC(=O)CSc1ccc(-c2nc3ccccc3[nH]2)cn1	-7	2	3	3.4	2	0	-12	-4	0
CCN(CC)C(=O)Oc1ccc2c(=O)c(-c3ccc(OC)cc3)coc2c1	-14	-5	1	0.9	0	2	3	6	-1
COc1ccc(N2CC(C(=O)Nc3nnc(SCc4ccccn4)s3)CC2=O)cc1 (stereo not drawn)	2	-1	3	-2.6	3	-13	3	7	-6
CCOC(=O)/C(=C/c1ccc(OC)cc1)NC(=O)c1ccco1	5	0	3	-0.6	2	5	-5	7	1
COc1ccccc1CNC(=O)C(C)n1nc(C)n2c(cc3occc32)c1=O (stereo not drawn)	1	0	7	-3.9	1	-1	8	-1	0
COc1ccc(N(C(=O)c2csnn2)C(C(=O)NC2CCCC2)c2ccccc2)cc1 (stereo not drawn)	6	-4	4	3.6	3	1	-1	12	-3
O=C(Nc1ccccc1)c1snc2c(=O)[nH]cnc12	-2	-5	6	-1.8	2	1	-2	5	-2
CCNC(=O)CC1SC(=Nc2ccccc2C)N(C)C1=O (stereo not drawn)	3	2	6	1.4	2	3	2	0	-1
CCOC(=O)c1c(N)sc(C(=O)N(C)C)c1CN1CCOCC1	-9	-2	8	0.4	7	1	4	1	3
NC(=O)CC(NC(=O)c1cccc(Br)c1)c1ccc(NC2CCN(Cc3ccccc3)CC2)c([N+](=O)[O-])c1 (stereo not drawn)	-3	1	-1	0.8	-2	-3	2	4	6

# Sorted by value in PME-1 primary (ascending): four of the compounds above
molecule	TPT1 inhibitor	BCLXL inh	MEX-5 binding	MCL1-BIM inh	PAD4 inh	PME-1 primary	GLD-1 TGE inh
CCNC(=O)CC1SC(=Nc2ccccc2C)N(C)C1=O (stereo not drawn)	2	6	1.4	2	3	2	0
CCCC(=O)NCc1cc(-c2nn(C)c(=O)c3ccccc23)ccc1OC	-6	3	0.6	6	-6	3	2
CCOC(=O)c1c(N)sc(C(=O)N(C)C)c1CN1CCOCC1	-2	8	0.4	7	1	4	1
Cc1ccc(C(=O)Nc2ccccc2C(=O)O)cc1NC(=O)COc1c(C)cccc1C	-2	13	0.3	9	-1	15	-6

# Next part:
structure	GSTO1 inh	TPT1 inhibitor	BCLXL inh	MEX-5 binding	MCL1-BIM inh	PAD4 inh	PME-1 primary	GLD-1 TGE inh	Fam108B counter
Cc1cc(-c2ccccc2C(=O)NCc2ccccc2)on1	2	-4	4	-0.1	3	2	-1	1	-4
COc1ccc(/C=C/C(=O)N(CC(C)C)CC(C)C)cc1Br	-1	1	5	1.7	3	3	-4	9	2
Cc1cccc(-c2noc(CCc3ccccc3)n2)c1	-2	-5	-4	-0.2	-3	-1	1	5	1
Cn1c(SCC(=O)N2c3ccccc3Sc3ccccc32)nc2ccccc21	4	-2	-5	-0.1	-6	0	2	-2	-6
Fc1ccc(CSc2ncnc3scc(-c4ccccc4)c23)cc1	1	2	0	2.4	1	-1	-3	8	0
Cc1csc(NC(=O)c2cncc(Br)c2)n1	-3	1	4	-0.8	10	0	-4	1	0
O=C(Cc1ccccc1)NNc1ccc2ccccc2c1	9	-10	4	0.0	0	0	-6	10	3
O=C(OCc1nc2ccsc2c(=O)[nH]1)c1cc(Br)c(Br)s1	-8	2	5	-2.9	1	-1	1	1	1
CSc1nnc(N2C(=O)C(O)=C(C(=O)c3ccc(C)o3)C2c2ccc(C)cc2)s1 (stereo not drawn)	2	1	30	x	21	-28	-1	25	-1
CCOC(=O)C(NC(=O)c1ccc(OC)cc1)(N1CCCC1=O)C(F)(F)F (stereo not drawn)	3	-3	-2	0.0	5	1	4	0	0
COc1cccc(NC(=O)CN(C)C(=O)C23CC4CC(CC(Cl)(C4)C2)C3)c1	x	x	-9	x	-13	+	0	3	x
CCCCn1c(N)c(N(CC)C(=O)CCNC(=O)NC23CC4CC(CC(C4)C2)C3)c(=O)[nH]c1=O	3	2	0	0.4	-20	0	6	1	-5
COc1ccc(C)cc1NC(=O)CN1C(=O)COc2ccc(S(=O)(=O)N3CCCCC3)cc21	2	-4	-1	-0.4	-4	-2	-8	10	1
CCN(C(=O)c1coc(=O)c2ccccc12)c1cc(OC)ccc1OC	0	-4	4	0.1	11	1	6	4	-1
CCc1nn(CC(=O)NCCc2ccc(Cl)cc2)c(=O)c2cccn12	-2	6	-2	1.8	-8	0	7	1	-2

# At a glance, part of the list above.
structure	GSTO1 inh	TPT1 inhibitor	BCLXL inh	MEX-5 binding	MCL1-BIM inh	PAD4 inh	PME-1 primary	GLD-1 TGE inh	Fam108B counter
Cn1c(SCC(=O)N2c3ccccc3Sc3ccccc32)nc2ccccc21	4	-2	-5	-0.1	-6	0	2	-2	-6
Fc1ccc(CSc2ncnc3scc(-c4ccccc4)c23)cc1	1	2	0	2.4	1	-1	-3	8	0
Cc1csc(NC(=O)c2cncc(Br)c2)n1	-3	1	4	-0.8	10	0	-4	1	0

# Reformatted as labelled records: entries from further up
mol: Cc1cc(-c2ccccc2C(=O)NCc2ccccc2)on1
  GSTO1 inh: 2; TPT1 inhibitor: -4; BCLXL inh: 4; MEX-5 binding: -0.1; MCL1-BIM inh: 3; PAD4 inh: 2; PME-1 primary: -1; GLD-1 TGE inh: 1; Fam108B counter: -4
mol: COc1ccc(/C=C/C(=O)N(CC(C)C)CC(C)C)cc1Br
  GSTO1 inh: -1; TPT1 inhibitor: 1; BCLXL inh: 5; MEX-5 binding: 1.7; MCL1-BIM inh: 3; PAD4 inh: 3; PME-1 primary: -4; GLD-1 TGE inh: 9; Fam108B counter: 2

# The list continues.
structure	GSTO1 inh	TPT1 inhibitor	BCLXL inh	MEX-5 binding	MCL1-BIM inh	PAD4 inh	PME-1 primary	GLD-1 TGE inh	Fam108B counter
COc1ccc(CNC(=O)CSc2nc3cccnc3s2)cc1	16	-3	1	-1.3	3	1	6	-1	-2
COc1cc(/C=N/NC(=S)NCc2ccco2)cc(OC)c1OC	-14	3	7	-0.9	8	2	9	-17	1
Cc1cc(C)n(CC(=O)n2c(C)c(C)c3ccccc32)n1	-15	4	-1	1.6	-1	-3	-1	4	2
O=C(c1cccc(C(=O)N(c2ccccn2)C2CCCCC2)c1)N(c1ccccn1)C1CCCCC1	1	2	1	1.2	-5	-5	-3	3	0
Cc1ccc(S(=O)(=O)N2CCN(C(=O)CCc3c[nH]c4ccccc34)CC2)cc1	x	x	-5	x	-13	-2	5	-1	x
O=C(CCCC(=O)c1ccccc1)Nc1ccc(O)cc1	8	-2	4	-0.2	8	5	-2	3	0
CCCCC(O)(CCCC)C(=O)N/N=C(\C)c1ccc(Cl)cc1	5	1	-2	3.2	-1	-2	4	2	1
CCc1nn(CCCC(=O)N2CCN(c3cccc(C)c3C)CC2)c(=O)c2cc3occc3n12	2	-2	7	0.4	1	2	2	4	-3
COc1ccc(C(=O)N2CCC(c3ccccc3)CC2)c(OC)c1OC	-5	0	0	-0.3	2	-8	-5	3	-5
COc1ccc(Br)cc1CN1CCCCCC1	5	0	5	-1.4	-13	-5	1	7	1
CCCCn1c2nc3ccccc3nc2c2c(=O)n(CCC)cnc21	-1	-4	4	4.5	5	4	-5	0	-2
CCCCn1c(N)c(N(CCOC)C(=O)C2CCN(S(=O)(=O)c3ccc(F)cc3)CC2)c(=O)[nH]c1=O	-4	3	-2	1.4	-6	-3	7	5	3
COc1ccc(CNC2CCSc3ccccc32)cc1OC (stereo not drawn)	2	-4	6	-0.9	8	-3	-4	-1	-1
